Screening data as filed in PubChem BioAssay.
PRMT1 FP inh: PRMT1 methyltransferase inhibitors, primary screen, biochemical, fluorescence polarization; Protein arginine N-methyltransferase 1 (Homo sapiens), Q99873; recombinant PRMT1, activity-based probe fluorescence polarization; inhibition, % at 2.79 µM; 370,000 tested, 1.3% active;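 active means inhibition above about 21% made by adding two undisclosed values, limit read from the data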
MBD2 inh: inhibitors of MBD2 binding to methylated DNA, primary screen, biochemical, TR-FRET, DNA-binding domain, human. AID 686964, 2013. Methyl-CpG-binding domain protein 2 (Homo sapiens), Q9UBB5. inhibition, % at 4.4 µM. 370,000 tested, 0.31% active. MBD2 binding to methylated oligonucleotide; in the data active means inhibition above about 13%
HTRA1 inh: HTRA1 serine protease inhibitors, primary screen, biochemical, fluorescence polarization, HTS; 340,000 tested, 0.5% active; recombinant HTRA1, FP-rhodamine activity-based probe; Q92743; inhibition, % at 5.96 µM; in the data active means inhibition above about 36%;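 further: 0% = enzyme with DMSO and 100% = wells lacking enzyme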
NPR2 activator: human GC-B receptor activators, primary screen, HEK293 GC-B cells, cGMP TR-FRET, EC30 CNP. 370,000 tested, 0.11% active. AID 1920062, 2024. 0% at EC30 CNP, 100% saturating CNP. Atrial natriuretic peptide receptor 2 (Homo sapiens), P20594. activation, % at 10 µM;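 active means activation at 10 µM reaching about 35% in either raw or pattern-adjusted values, limit read from the data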
ABHD4 inh: ABHD4 inhibitors, primary screen, biochemical, fluorescence polarization, mouse. (Lyso)-N-acylphosphatidylethanolamine lipase (Mus musculus), Q8VD66. purified mABHD4, FP-Rh probe fluorescence polarization. inhibition, % at 8.92 µM. 370,000 tested, 0.54% active. AID 720543, 2013;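 active means inhibition exceeding the mean over every tested compound plus 3 SD, cut at about 30% in these data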;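 further: 0% = plate median of compound wells and 100% = S159A mutant with DMSO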
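Test system: mouse ABHD4 enzyme, wild type. Reagent: FP-Rh fluorescent activity-based probe, added after compound pre-incubation. Timing: pre-incubation 45 min, probe exposure 60 min, at 25 °C. Technique: FP readout, ex 525 nm / em 598 nm. Benchmarks: high control S159A mutant with DMSO, low control median of compound wells.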
SIAE inh: human SIAE inhibitors, primary screen, biochemical, fluorescence polarization, FP-Rh probe, 1536-well HTS | inhibition, % at 9.66 µM | 370,000 tested, 0.69% active | SIAE FP-Rh probe binding | Sialate O-acetylesterase (Homo sapiens), Q9HAT2 | AID 1053197, 2014;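 active means inhibition above a cutoff: mean of compounds within the control limits plus 3 SD of those, cut at about 17% in these data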;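 further: 0% = plate median of compound wells and 100% = probe without SIAE protein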
TCR-CD3 inh: inhibitors of human TCR-CD3 interaction, primary screen, biochemical, fluorescence, TAMRA-labeled TCR probe; T-cell receptor (TCR); inhibition, % at 9.4 µM; 360,000 tested, 0.37% active; AID 651800, 2012; in the data active means inhibition above about 19%;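 further: recombinant mutant TCR 2C K166C tagged with TAMRA read by polarization; 0% = receptor in buffer alone and 100% = receptor with positive control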
NPR1 activator: GC-A stimulated cGMP production enhancers – HEK293 GC-A cells, cGMP TR-FRET, EC30 ANP, primary screen. 370,000 tested, 0.14% active. AID 1671463, 2021. 0% at EC30 ANP, 100% saturating ANP. activation, % at 10 µM. Atrial natriuretic peptide receptor 1 (Homo sapiens), P16066; in the data active means activation above about 40%
Target sequence (P16066 whole entry, looked up): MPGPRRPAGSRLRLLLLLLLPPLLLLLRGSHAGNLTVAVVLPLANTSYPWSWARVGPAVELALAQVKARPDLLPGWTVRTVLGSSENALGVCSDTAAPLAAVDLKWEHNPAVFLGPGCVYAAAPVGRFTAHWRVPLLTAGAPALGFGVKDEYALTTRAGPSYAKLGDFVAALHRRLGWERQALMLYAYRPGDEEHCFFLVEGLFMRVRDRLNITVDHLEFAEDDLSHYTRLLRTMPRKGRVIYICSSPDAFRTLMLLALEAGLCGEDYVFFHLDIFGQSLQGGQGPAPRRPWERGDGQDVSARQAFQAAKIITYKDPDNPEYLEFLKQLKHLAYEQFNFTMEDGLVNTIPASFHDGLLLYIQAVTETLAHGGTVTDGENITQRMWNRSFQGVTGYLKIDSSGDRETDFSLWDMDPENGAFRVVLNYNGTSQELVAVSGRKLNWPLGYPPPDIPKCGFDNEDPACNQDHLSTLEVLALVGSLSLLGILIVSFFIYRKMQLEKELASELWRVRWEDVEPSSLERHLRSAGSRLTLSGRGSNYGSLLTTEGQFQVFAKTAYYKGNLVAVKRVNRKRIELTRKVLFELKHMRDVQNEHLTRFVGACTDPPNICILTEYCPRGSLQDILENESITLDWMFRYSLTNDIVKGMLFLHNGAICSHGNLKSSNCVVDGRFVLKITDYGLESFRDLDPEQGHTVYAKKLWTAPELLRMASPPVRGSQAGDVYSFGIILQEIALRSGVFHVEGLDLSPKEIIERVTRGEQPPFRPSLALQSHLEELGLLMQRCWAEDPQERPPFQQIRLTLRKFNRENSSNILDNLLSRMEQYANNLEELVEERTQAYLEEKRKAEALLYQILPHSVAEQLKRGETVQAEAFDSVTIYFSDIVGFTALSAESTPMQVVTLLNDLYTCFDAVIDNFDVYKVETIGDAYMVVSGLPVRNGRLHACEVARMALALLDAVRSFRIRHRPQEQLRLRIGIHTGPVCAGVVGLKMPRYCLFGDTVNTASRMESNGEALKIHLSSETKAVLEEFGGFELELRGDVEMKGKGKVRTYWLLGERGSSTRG
rCAG RNA binder: binders of r(CAG) RNA repeats, primary screen, biochemical, fluorescence. r(CAG) RNA repeat, TO-PRO-1 dye displacement fluorescence. inhibition, % at 3 µM. 370,000 tested, 1.3% active. AID 651821, 2012;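 active means inhibition above the plate cutoff, the mean of all test compounds on that plate plus 3 SD, cut at about 35% in these data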;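 further: 0% = DMSO alone and 100% = 100 µM mitoxantrone as full dye displacement; higher means more dye released from RNA so lower well fluorescence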
UHRF1 binding: UHRF1 methylated DNA binding inhibitors, primary screen, counter-screen for MBD2 inhibitor project, biochemical, TR-FRET, human UHRF1, single concentration; 370,000 tested, 0.75% active; inhibition, % at 4.4 µM; UHRF1 binding to methylated oligo; E3 ubiquitin-protein ligase UHRF1 (Homo sapiens), Q96T88; in the data active means inhibition above about 21%;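 further: UHRF1 SRA domain binding a hemimethylated CpG hairpin DNA probe; 0% = median of test compound wells and 100% = reference inhibitor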
The depositor's hits bear a star.

`Cc1ccccc1N1CCN(C2CCCN(C(=O)c3ccc(Cl)s3)C2)CC1` (stereo unspecified) gave PRMT1 FP inh -0.4, MBD2 inh -2.4, HTRA1 inh -0.5, NPR2 activator 0.5, ABHD4 inh 3.5, SIAE inh -0.9, TCR-CD3 inh -1.7, NPR1 activator 1.0, rCAG RNA binder -9.7 and UHRF1 binding 0.4.
For CN(C(=O)COC(=O)/C=C/c1ccc2ccccc2n1)C1CCS(=O)(=O)C1 (stereo unspecified) the results were PRMT1 FP inh -1.4, MBD2 inh -4.7, HTRA1 inh -1.2, NPR2 activator -1.8, ABHD4 inh -0.7, SIAE inh -3.3, TCR-CD3 inh -5.0, NPR1 activator 0.2, rCAG RNA binder -1.8 and UHRF1 binding -5.8.
Screening COc1ccc(NC(=O)C[C@H]2C(=O)N(Cc3ccccc3)C[C@@H]2CSC)cc1 returned PRMT1 FP inh -0.6, MBD2 inh 1.3, HTRA1 inh 3.3, NPR2 activator 0.0, ABHD4 inh -0.6, SIAE inh 3.2, TCR-CD3 inh -5.7, NPR1 activator -4.2, rCAG RNA binder -3.4 and UHRF1 binding -2.0.
`CCOc1ccccc1NC(=S)NCc1cccn1C` gave PRMT1 FP inh -5.3, MBD2 inh -4.3, HTRA1 inh 5.2, NPR2 activator 3.6, ABHD4 inh -8.6, SIAE inh 1.8, TCR-CD3 inh -0.3, NPR1 activator 0.6, rCAG RNA binder 1.7 and UHRF1 binding 2.1.
For O=C(CSCCN1C(=O)c2ccccc2C1=O)Nc1ccc2ccccc2c1 the results were PRMT1 FP inh -1.6, MBD2 inh 6.2, HTRA1 inh -8.8, NPR2 activator 3.0, ABHD4 inh -0.3, SIAE inh -3.9, TCR-CD3 inh 3.4, NPR1 activator 0.1, rCAG RNA binder 0.5 and UHRF1 binding -1.4.
Screening O=C1NC(=O)/C(=C\c2ccc(OCc3ccccc3)cc2)S1 returned PRMT1 FP inh -3.2, MBD2 inh -1.6, HTRA1 inh -21.8, NPR2 activator -4.2, ABHD4 inh -15.0, SIAE inh -8.0, TCR-CD3 inh 1.7, NPR1 activator 10.9, rCAG RNA binder 19.3 and UHRF1 binding -4.4.
For Nc1nc(N)c2cc(S(=O)(=O)c3cccc(C(F)(F)F)c3)ccc2n1 the results were PRMT1 FP inh -3.0, MBD2 inh -6.4, HTRA1 inh -1.1, NPR2 activator -4.4, ABHD4 inh -5.3, SIAE inh 4.8, TCR-CD3 inh 3.5, NPR1 activator 1.5, rCAG RNA binder 1.9 and UHRF1 binding -0.2.
For Cc1nn(C)c(Cl)c1CN1CCCC(C(=O)Nc2ccc(-c3cscn3)cc2)C1 (stereo unspecified) the results were PRMT1 FP inh -2.4, MBD2 inh -8.2, HTRA1 inh -0.3, NPR2 activator 0.1, ABHD4 inh -5.1, SIAE inh 7.0, TCR-CD3 inh 3.3, NPR1 activator 4.3, rCAG RNA binder -8.3 and UHRF1 binding -0.9.
CS(=O)(=O)N1CCc2cc(S(=O)(=O)N3CCN(Cc4ccc5c(c4)OCO5)CC3)ccc21 was read as PRMT1 FP inh -1.6, MBD2 inh 7.5, HTRA1 inh -2.7, NPR2 activator 4.4, ABHD4 inh -4.5, SIAE inh 1.6, TCR-CD3 inh -14.9, NPR1 activator 0.4, rCAG RNA binder 1.0 and UHRF1 binding 2.4.
`O=C(NCCc1ccccc1)C(=O)NCC1OCCCN1S(=O)(=O)c1ccc(F)cc1` (stereo unspecified) gave PRMT1 FP inh -3.6, MBD2 inh -2.6, HTRA1 inh -5.5, NPR2 activator -1.2, ABHD4 inh -8.7, SIAE inh -7.8, TCR-CD3 inh 0.5, NPR1 activator 3.7, rCAG RNA binder -3.8 and UHRF1 binding -1.3.
Screening CC1=CC(C2CC(=O)N(c3ccc(C)cc3)C2=O)CC2C(=O)N(c3ccc(C)cc3)C(=O)C12 (stereo unspecified) returned PRMT1 FP inh 4.8, MBD2 inh 5.2, HTRA1 inh -3.9, NPR2 activator -1.2, ABHD4 inh -9.7, SIAE inh 1.7, TCR-CD3 inh 3.3, NPR1 activator -1.0, rCAG RNA binder 1.2 and UHRF1 binding 0.0.
For C=CCn1c(O)c(C=Nc2ccc(CN3CCCCC3)cc2)c(=O)[nH]c1=S the results were PRMT1 FP inh -0.6, MBD2 inh -5.6, NPR2 activator 1.6, ABHD4 inh 7.3, SIAE inh 7.2, TCR-CD3 inh -0.2, NPR1 activator 4.1, rCAG RNA binder 3.7 and UHRF1 binding -1.6.
For CCn1c(SCC(=O)NC2(C#N)CCCCC2)nc2ccccc2c1=O the results were PRMT1 FP inh -3.4, MBD2 inh 0.6, HTRA1 inh -1.1, NPR2 activator 4.2, ABHD4 inh -2.5, SIAE inh -0.3, TCR-CD3 inh -1.3, NPR1 activator 4.5, rCAG RNA binder -3.1 and UHRF1 binding -0.2.
Screening COc1ccc(S(=O)(=O)Nc2ncccn2)cc1 returned PRMT1 FP inh -2.2, MBD2 inh 3.8, HTRA1 inh 5.5, NPR2 activator -1.6, ABHD4 inh 1.3, SIAE inh 1.1, TCR-CD3 inh 7.3, NPR1 activator 0.6, rCAG RNA binder 0.2 and UHRF1 binding -1.7.
`O=C(O)Cc1ccc(NS(=O)(=O)c2ccccc2Cl)cc1` gave PRMT1 FP inh 0.0, MBD2 inh -0.1, NPR2 activator -0.8, ABHD4 inh 10.1, SIAE inh -2.1, TCR-CD3 inh 7.8, NPR1 activator 4.6, rCAG RNA binder 0.6 and UHRF1 binding -3.3.
For CCCCn1nnnc1C1(C)CCC(=O)N1CCOc1ccccc1 (stereo unspecified) the results were PRMT1 FP inh 3.3, MBD2 inh -4.4, NPR2 activator -1.8, ABHD4 inh -1.2, SIAE inh -0.1, TCR-CD3 inh -4.8, NPR1 activator -0.8, rCAG RNA binder -1.6 and UHRF1 binding 2.3.
`Cc1ccc2c(CSc3nc4nc(C)cc(C)n4n3)cc(=O)oc2c1` gave PRMT1 FP inh 0.8, MBD2 inh -4.2, HTRA1 inh -5.5, NPR2 activator -4.1, ABHD4 inh 6.3, SIAE inh -5.0, TCR-CD3 inh 2.3, NPR1 activator 3.9, rCAG RNA binder 5.6 and UHRF1 binding 2.0.
CC(C)CC(=O)c1c[nH]c(C(=O)NCc2ccc(F)cc2)c1 was read as PRMT1 FP inh -4.2, MBD2 inh -3.1, HTRA1 inh 1.0, NPR2 activator 1.9, ABHD4 inh 0.3, SIAE inh 5.9, TCR-CD3 inh 5.6, NPR1 activator 1.0, rCAG RNA binder -5.6 and UHRF1 binding -0.8.
For CCC(C)(C)NC(=O)CN(C(=O)C(=O)Nc1ccc2c(c1)OCCO2)C1CC1 the results were PRMT1 FP inh -4.8, MBD2 inh -2.5, HTRA1 inh -0.6, NPR2 activator -0.2, ABHD4 inh -0.2, SIAE inh -0.9, TCR-CD3 inh 1.9, NPR1 activator 0.6, rCAG RNA binder -1.1 and UHRF1 binding 1.7.
For COc1cccc(NC(=O)c2ccc3c(c2)CCN3S(C)(=O)=O)c1 the results were PRMT1 FP inh -4.2, MBD2 inh 2.1, HTRA1 inh -4.1, NPR2 activator 0.5, ABHD4 inh -2.4, SIAE inh -2.3, TCR-CD3 inh -0.2, NPR1 activator -0.4, rCAG RNA binder 0.4 and UHRF1 binding -5.0.

2 successive entries out of the list so far, for reference:
For O=C(CSCCN1C(=O)c2ccccc2C1=O)Nc1ccc2ccccc2c1 the results were PRMT1 FP inh -1.6, MBD2 inh 6.2, HTRA1 inh -8.8, NPR2 activator 3.0, ABHD4 inh -0.3, SIAE inh -3.9, TCR-CD3 inh 3.4, NPR1 activator 0.1, rCAG RNA binder 0.5 and UHRF1 binding -1.4.
Screening O=C1NC(=O)/C(=C\c2ccc(OCc3ccccc3)cc2)S1 returned PRMT1 FP inh -3.2, MBD2 inh -1.6, HTRA1 inh -21.8, NPR2 activator -4.2, ABHD4 inh -15.0, SIAE inh -8.0, TCR-CD3 inh 1.7, NPR1 activator 10.9, rCAG RNA binder 19.3 and UHRF1 binding -4.4.

(further entries)
COc1cccc(CC(NC(C)=O)C(=O)NC2CCN(c3c(Cc4ccccc4)c(C)nc4ncnn34)CC2)c1OC (stereo unspecified) was read as PRMT1 FP inh -1.1, MBD2 inh 1.2, HTRA1 inh 7.5, NPR2 activator 0.7, ABHD4 inh -4.1, SIAE inh 5.5, TCR-CD3 inh 4.2, NPR1 activator -0.8, rCAG RNA binder -5.9 and UHRF1 binding 3.1.
`COc1ccc2c(c1)[C@H]1[C@H](CO2)[C@H](c2ccccc2)[C@]2(C)C(=O)N[C@H](C)C(=O)N12` gave PRMT1 FP inh 3.1, MBD2 inh -4.5, HTRA1 inh -4.2, NPR2 activator -3.7, ABHD4 inh -2.0, SIAE inh -1.1, TCR-CD3 inh -6.4, NPR1 activator -6.7, rCAG RNA binder -2.4 and UHRF1 binding 1.4.
Cc1ccc(Cc2c(-c3ccc(C)cc3)nc3cc(C)ccn23)cc1 was read as PRMT1 FP inh -0.9, MBD2 inh 5.5, HTRA1 inh -48.3, NPR2 activator 29.0, ABHD4 inh 1.7, SIAE inh 3.3, TCR-CD3 inh 9.4, NPR1 activator 29.4, rCAG RNA binder 3.5 and UHRF1 binding 23.1*.
For Cc1ccc(-c2nc(C(Cl)Cl)c3ccccc3n2)cc1 the results were PRMT1 FP inh 2.1, MBD2 inh 3.9, HTRA1 inh -2.1, NPR2 activator -3.5, ABHD4 inh -1.4, SIAE inh -3.8, TCR-CD3 inh -3.4, NPR1 activator -2.8, rCAG RNA binder -1.5 and UHRF1 binding 47.2*.
Screening CCCCCCCNC(=O)C1(CC2CC(c3cccc(Br)c3)=NO2)CCN(C(=O)OC(C)(C)C)CC1 (stereo unspecified) returned PRMT1 FP inh -1.2, MBD2 inh -2.2, HTRA1 inh -13.0, NPR2 activator -2.2, ABHD4 inh 3.1, SIAE inh -6.3, TCR-CD3 inh -1.7, NPR1 activator 2.4, rCAG RNA binder 10.7 and UHRF1 binding 1.4.
Screening Cc1noc(C)c1C(=O)N1CCN(c2ccccc2O)CC1 returned PRMT1 FP inh 1.3, MBD2 inh 0.5, HTRA1 inh 8.5, NPR2 activator 3.5, ABHD4 inh -1.3, SIAE inh 8.9, TCR-CD3 inh 4.0, NPR1 activator -1.2, rCAG RNA binder 3.6 and UHRF1 binding 0.1.
Screening CCCCc1c(-c2ccccc2OC)ncn1Cc1ccc(Br)cc1 returned PRMT1 FP inh 6.6, MBD2 inh 4.9, NPR2 activator -8.4, ABHD4 inh 8.8, SIAE inh 6.9, TCR-CD3 inh -5.3, NPR1 activator -10.8, rCAG RNA binder 0.1 and UHRF1 binding 0.1.

These rows are one share of the data (hit frequency here may not be typical).
